# Screening results deposited in PubChem BioAssay by National Center for Advancing Translational Sciences (NCATS).
# JMJD2E inh = JMJD2E (human) inhibition. B2RXH2. JMJD2E catalytic domain, FDH-coupled NADH fluorescence (FDH is formaldehyde dehydrogenase). Potency, µM (highest dose often 57.1 µM), without a hit: at the top dose activity change, negative = inhibition, usual class: inhibitors. actives 1.6% (n = 230,000); active = well fitted inhibition curve with a large enough effect, not every such curve was filed as active; inconclusive = small, poorly fitted or top-dose-only effect, or another doubt; inactive = no such curve, though single readings can be large or run the other way;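 also: 0% = wells with enzyme and -100% = buffer wells without enzyme; nearly all actives have a fitted effect of over 50% in size; many of its hits are not listed in these tables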
# Target sequence (B2RXH2 1-337 limits assumed): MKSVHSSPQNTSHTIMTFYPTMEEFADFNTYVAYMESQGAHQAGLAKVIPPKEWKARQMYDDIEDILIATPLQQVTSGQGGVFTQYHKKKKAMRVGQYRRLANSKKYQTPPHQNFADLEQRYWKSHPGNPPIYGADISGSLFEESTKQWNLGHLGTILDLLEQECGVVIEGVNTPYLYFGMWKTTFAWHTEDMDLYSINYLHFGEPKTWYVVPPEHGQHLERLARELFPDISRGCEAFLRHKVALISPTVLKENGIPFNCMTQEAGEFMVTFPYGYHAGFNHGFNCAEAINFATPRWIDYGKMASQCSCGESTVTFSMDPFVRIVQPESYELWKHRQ
# Lamin A splicing = LMNA splicing modulation. HeLa LMNA splicing GFP/RFP minigene ratio, 48 h. Potency, µM (highest dose often 46.1 µM), for the others: at the highest dose ratio change, negative = inhibition, actives largely listed as inhibitors. actives 0.01% (n = 200,000); active = well fitted inhibition curve with a large enough effect in the signal ratio, with a control signal flat, not every such curve was filed as active; inconclusive = small, poorly fitted or top-dose-only effect, or effect the other way, or a change in a side signal; the % refers to the signal ratio; also: % is scaled to controls: 0 for no effect and ±100 for the full control effect
#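 Read-out is the ratio of GFP to DsRed2 object intensity, acquired by 488 nm laser-scanning cytometry on HeLa lamin A-EGFP minigene reporter cells. Compound incubation 48 hrs at 37 °C in Opti-MEM with 2% FBS; DMSO 0.5% final.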
# ALDH1A1 block = inhibitors of human aldehyde dehydrogenase 1A1 | Purified ALDH1A1, NADH fluorescence, propionaldehyde substrate | P00352 | actives 7.3% (n = 220,000) | Potency, µM (highest dose often 75.3 µM), for the others: top-dose activity, negative = inhibition, hits mostly inhibitors | AID 1030; active = well fitted inhibition curve with a large enough effect, not every such curve was filed as active; inconclusive = small, poorly fitted or top-dose-only effect, or another doubt; inactive = no such curve, though single readings can be large or run the other way;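 also: plate controls were no enzyme wells and a reference inhibitor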
# TexasRed fluor = counter-screen for TRb-SRC2 inhibitors: fluorescence interference | Potency, µM (series often up to 106 µM), without a hit: at the top dose fluorescence change, negative = quenching | actives 0.29% (n = 280,000) | TRb/SRC2 Texas Red total fluorescence interference; active = well fitted curve in either direction with a large enough effect; inconclusive = small, poorly fitted or top-dose-only effect; also: % is scaled to controls: 0 for no effect and ±100 for the full control effect
#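 Human TRb ligand-binding domain at 0.6 uM with 20 nM Texas Red SRC2 peptide in Tris buffer containing 1 uM T3 and 5% DMSO, incubated with compound 5 h at ambient temperature. Total fluorescence (555/632 nm) calculated as parallel + 2 × perpendicular.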
# TRb SRC2 PPI = inhibitors of human thyroid hormone receptor beta-SRC2 interaction; AID 1469; TRbeta-SRC2 peptide binding, fluorescence polarization; receptor liganded with 1 µM T3; actives 0.065% (n = 280,000); Potency, µM (series often up to 106 µM), for inactives: at the highest dose activity change, negative = inhibition, actives largely listed as inhibitors;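 also: plate controls were bound peptide for no effect and peptide without receptor for full effect; nearly all actives have a fitted effect of over 50% in size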
#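 Binding of a 20-amino-acid Texas Red SRC2 peptide (20 nM) to TRb ligand-binding domain (0.6 uM) with agonist T3 at 1 uM was followed by fluorescence polarization after a 5 hr room-temperature incubation.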
# RGS12 GoLoco inh = blocks human Gai1 binding to RGS12 GoLoco peptide, red readout | Gai1:RGS12 GoLoco peptide FP, rhodamine, 10 min | Potency, µM (doses to about 61.6 µM), for inactives: at the top dose activity, negative = inhibition, hits mostly inhibitors | actives 0.44% (n = 230,000) | AID 880; active = well fitted inhibition curve with a large enough effect, not every such curve was filed as active; inactive = no such curve, though single readings can be large or run the other way; also: % is scaled to controls: 0 for no effect and ±100 for the full control effect; nearly all actives have a fitted effect of over 30% in size; many of its hits are not listed in these tables
# Target sequence (P63096 whole entry, looked up): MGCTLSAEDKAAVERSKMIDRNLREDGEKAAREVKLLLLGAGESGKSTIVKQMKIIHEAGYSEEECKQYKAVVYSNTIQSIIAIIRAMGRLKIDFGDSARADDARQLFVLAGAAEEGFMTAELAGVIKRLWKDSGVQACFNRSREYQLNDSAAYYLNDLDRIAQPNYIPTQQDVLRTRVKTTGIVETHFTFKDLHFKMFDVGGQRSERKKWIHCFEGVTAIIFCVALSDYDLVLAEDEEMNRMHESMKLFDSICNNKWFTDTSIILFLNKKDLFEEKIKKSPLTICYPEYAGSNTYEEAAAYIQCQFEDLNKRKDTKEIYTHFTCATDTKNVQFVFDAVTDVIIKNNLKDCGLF
# SMN2 splice up = increases expression of the SMN2 splice variant. HEK293 SMN2-luciferase splicing reporter, luminescence, 30-36 h. Potency, µM (highest dose often 46.1 µM), for inactives: at the top dose activity change, positive = activation, usual class: activators. actives 2.8% (n = 210,000). AID 1458; also: % of control where 0% means no effect; nearly all actives have a fitted effect of over 55% in size
#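 HEK293 cells carry an SMN2 minigene-luciferase reporter in which exon 7 inclusion puts luciferase in frame. Cells were seeded at 2000 cells/well, attached for 10-12 hours, then exposed to compounds for 30-36 hours at 37C before ONE-Glo luminescence.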
# RECQ1 inh = RECQ1 (human) helicase inhibition | Potency, µM (series often up to 57.3 µM), for inactives: at the top dose activity, negative = inhibition, most hits filed as inhibitors | AID 2549 | actives 0.54% (n = 240,000) | P46063 | RECQ1 DNA unwinding, red fluorescence kinetic read;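 also: plate controls were vehicle for no effect and no enzyme for full effect; nearly all actives have a fitted effect of over 30% in size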
#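 RECQ1T1 50 nM; forked duplex (20 bp + 30-nt ss tails) 200 nM, ATP 2 mM final; pH 8.0, 2 mM MgCl2, 2.5 ug/ml poly(dI-dC); 15 min compound preincubation; discontinuous kinetic read over 2 h at RT.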
# Active calls of the source: *; i = inactive; ? = inconclusive; . = no result given; & = joins results of further samples; ! = repeats disagree; [ ] = another dose, or the depositor's remark. Unless noted, calls follow the shape of the dose curve; as a rule, active = well fitted curve in the direction sought with a large enough effect; inconclusive = small, poorly fitted or top-dose-only effect, or another doubt; inactive = no such curve, though single readings can be large; an effect the other way counts as inactive or inconclusive. Potency is read from the fitted curve at half-maximal effect. A portion of the library (hit frequency here may not be typical).
SMILES,Lamin A splicing,JMJD2E inh,RECQ1 inh,TexasRed fluor,ALDH1A1 block,RGS12 GoLoco inh,SMN2 splice up,TRb SRC2 PPI
O=c1[nH]c(=O)n(-c2ccc(Cl)cc2)c(O)c1C=NCCN1CCCCC1,.,7%,-1%,0%,4%,-9%,-24%,-4%
CCC(C)C(=O)OC1C[C@@]2(C)C(c3ccoc3)OC(=O)CC23OC2(C)OC34C(OC(=O)C(C)C)[C@]3(O)C(OC(=O)C5(C)OC5C)[C@]5(C)CC3(O)[C@](C)(C5CC(=O)OC)C14O2 (stereo partly specified),.,-7%,i,0%,1%,3%,-11%,6%
CC(C(=O)Nc1ccc(Cl)cc1Cl)N1CC=C(c2ccccc2)CC1 (stereo unspecified),-11%,-1%,-9%,?,-9%,-8%,-1%,-8%
CCCN(CCC)C1CCc2ccc(O)cc2C1 (stereo unspecified),?,6%,-8%&11%,4%&-2%,7%&0%,10%&-1%,10%&-8%,2%&6%
COc1ccccc1NC1=NCCS1,5%,-5%,-11%,2%,3%,5%,0%,-1%
CN(C)c1ccc(/C=C2/C(=N\O)C3CCN2CC3)cc1,.,-20%,-15%,-1%,.,7%,.,-5%
O=C(CN1CCOCC1)c1ccc2cc[nH]c2c1,-10%,2%,-3%,-1%,?,7%,1%,-4%
CC(=O)OCOCC(=O)OCO[P+](=O)C(OCOC(C)=O)c1cc([N+](=O)[O-])ccc1Oc1ccc(Br)cc1 (stereo unspecified),.,.,i,0%,6%,-3%,-2%,-3%
Cc1cc(NC(=O)CCC(=O)N2CCC3(CC2)OCCO3)no1,17%,-2%,i,2%,-1%,9%,2%,-16%
CC/C(=N\N1CCN(C)CC1)c1c(O)[nH]c(=O)[nH]c1=O,-17%,4%,-2%,0%,-5%,4%,24%,-6%
CS(=O)(=O)NNP(=O)(NNS(C)(=O)=O)NC(=O)c1ccc(Br)cc1,.,-2%,-2%,0%,?,2%,.,7%
CCSc1nnc([C@@H](N)Cc2c[nH]c3ccccc23)o1,10%,?,-7%,-1%,?,-11%,?,-2%
CN1CCc2nc(SCC(=O)OC(C)(C)C)c(C#N)cc2C1,11%,?,-2%,1%,?,6%,-3%,10%
ClC=CCl,.,.,-6%,-3%,-3%,-7%,-2%,10%
CN1C(=O)C(=Cc2cc([N+](=O)[O-])ccc2N2CCCCC2)C(=O)N(C)C1=O,.,7%,1%,1%,1%,-12%,-16%,-5%

# One compound at a time (already shown). Order of screens: Lamin A splicing | JMJD2E inh | RECQ1 inh | TexasRed fluor | ALDH1A1 block | RGS12 GoLoco inh | SMN2 splice up | TRb SRC2 PPI
# Record of Cc1cc(NC(=O)CCC(=O)N2CCC3(CC2)OCCO3)no1 : 17% | -2% | i | 2% | -1% | 9% | 2% | -16%
# Record of CN1C(=O)C(=Cc2cc([N+](=O)[O-])ccc2N2CCCCC2)C(=O)N(C)C1=O : . | 7% | 1% | 1% | 1% | -12% | -16% | -5%

# Later entries.
SMILES,Lamin A splicing,JMJD2E inh,RECQ1 inh,TexasRed fluor,ALDH1A1 block,RGS12 GoLoco inh,SMN2 splice up,TRb SRC2 PPI
O/N=C1\CCC2CN(C3CCCCC3)CC2C1 (stereo unspecified),1%,-4%,-3%,-4%,14%,2%,1%,2%
CCN1CCN(c2ccc(NC(C)=O)cc2Cl)CC1,23%[46 µM],-9%,i,0%,-1%,19%,1%,-5%
CCCCC/C=C\C/C=C\C/C=C\C/C=C\CCCC(=O)NCCCl,.,.,-13%,0%,?,10%,.,6%
CC(C)CCON=O,?,.,-2%,-1%,?,6%,-13%,1%
O=c1[nH]c(=O)n(-c2ccccc2)c(O)c1/C=C/C=Nc1ccccc1,?,-10%,-18%,3%,4%,66%[activator],-3%,11%
CC(=O)Nc1ccc(OC(=O)N2CCCCC2)cc1,5%,-2%,-2%,0%,-4%,-3%,14%,5%
CN(C)C1=C(C#N)C(c2ccccc2)=NP(N(C)C)(N(C)C)=N1,8%,3%,-11%,-4%,1%,1%,-16%,-1%
CCCC(C)C1(CC)C(=O)NC(=O)NC1=O (stereo unspecified),?,?,-1%,-4%,?,11%,-40%,-5%
CC(C)N1OC2CC1c1nc3ccccc3n1C2 (stereo unspecified),.,-2%,-12%,1%,.,-8%,.,-4%
ClC(Cl)Cl,?,.,-14%,-3%,-14%,16µM*,0%,-1%
C[C@]12CC[C@@H](O)C[C@@H]1CC[C@@H]1[C@@H]2CC[C@]2(C)C(=O)CC[C@@H]12,3%[46 µM],6%,2%,3%&1%,-2%,5%&13%,.,8%&7%
O=[N+]([O-])/C=C1\NCCN1Cc1ccc(Cl)nc1,0%,-2%&-1%,-8%&-21%,-5%&-1%,-8%&-5%,3%&-5%,-18%&1%,-1%&6%
Cc1ccccc1-n1c(C)nc2sccc2c1=O,7%,-4%,-5%,0%,?,-1%,-24%,5%
COc1ccc(N2C(=O)NC(=O)/C(=C\c3ccc([N+](=O)[O-])s3)C2=O)cc1,?,25µM*,?,?,40µM*,230%[activator],1%,.
O=C(c1cc(-c2ccncc2)nc2ccccc12)N1CCC2(CC1)OCCO2,-2%,17%,i,-7%,?,-3%,8%,6%
CN1CCN(c2c(F)cc([N+](=O)[O-])c(N)c2Br)CC1,.,8%,-14%,-1%,0%,-3%,-11%,0%
O=C(c1cc(-c2cccnc2)nc2ccccc12)N1CCC2(CC1)OCCO2,0%,5%,i,-3%,?,-2%,-25%,3%
CCOC(=O)C(O)(c1ccc(N)c(OC)c1)C(F)(F)F (stereo unspecified),4%,-1%,i,-3%,0%,2%,-8%,-1%
COc1ccc(-n2c(O)c(C(C)=NCc3ccco3)c(=O)[nH]c2=O)cc1,12%,0%,i,2%,-52%,4%,-7%,0%
CCCC[C@@H](C)[C@@H](OC(=O)C[C@@H](CC(=O)O)C(=O)O)[C@H](C[C@@H](C)C[C@H](O)CCCC[C@@H](O)C[C@H](O)[C@H](C)N)OC(=O)C[C@H](CC(=O)O)C(=O)O,.,.,i,0%,?,5%,1%,-11%
CC(=O)OC1CC2C(C)(C)C(O)C=C[C@@]2(C)C2CC[C@]3(C)C(=CC(=O)OC3c3ccoc3)[C@]12C (stereo partly specified),.,-6%,-9%,0%,?,1%,-39%[inhibitor],-5%
C[C@]12C=CC(=O)N[C@@H]1CC[C@@H]1C2CC[C@]2(C)C(C(=O)Nc3cc(C(F)(F)F)ccc3C(F)(F)F)CC[C@@H]12 (stereo partly specified),?,.,.,-1%,.,13%,.,-1%
CC(C)(C)P(=O)(c1ccncc1)N1CCCC1 (stereo unspecified),0%,-1%,3%,0%,13%,0%,23%,3%
CC(C)Br,.,.,-13%,-2%,10%,3%,-5%,5%
N=C1c2ccccc2CN1c1cccc([N+](=O)[O-])c1,-11%[46 µM],-11%,i,-1%,6%,9%,4%,-14%
Cc1cc(C(=O)CN2CCCC2)c(C)n1-c1ccc(F)cc1,.,?,-2%,-2%,.,13%,.,-8%
CCn1cc(C(=O)O)c(=O)c2cc(F)c(N3CCNCC3)cc21,?,16µM*,3%,-1%,?,10%,-29%,0%
COc1ccc2c(c1OC)CN1CCc3cc4c(cc3[C@@H]1[C@@H]2O)OCO4,?,0%,15%,-2%,9%,10%,-11%,1%
O=C1NC(=S)N(c2ccccc2)C(=O)C1C(c1ccncc1)C1C(=O)NC(=S)N(c2ccccc2)C1=O (stereo unspecified),10%[9.22 µM],?,-7%,-4%,-10%,12%,1%,-1%
O=C(CN1CC(c2ccccc2)CC1=O)NCc1ccc(F)cc1 (stereo unspecified),-8%,-1%,-2%,-1%,10%,-4%,20%,6%
Oc1ccc(Cl)c(Cl)c1,.,.,-12%,-1%,0%,2%,8%,-3%
O=[N+]([O-])c1ccccc1CNCCc1ccc(F)cc1,-4%,?,-15%,-6%,?,3%,11%,-4%
C=CCN=C=S,-8%,.,-5%,0%,-12%,8%,9%,-4%
Cc1cc(Oc2ccc(C(F)(F)F)cc2[N+](=O)[O-])c2c3c(c(=O)oc2c1)CCCC3,5%,-3%,-1%,-1%,-25%,5%,-3%,-1%
COc1cc(CC2(CCc3ccncc3)C(=O)NC(=O)NC2=O)cc(OC)c1OC,3%[46 µM],-5%,i,3%,-1%,12%,.,-3%
N#CC1=C(N)Oc2n[nH]c(-c3cccs3)c2C1c1ccsc1 (stereo unspecified),-1%,?,i,0%,-4%,3%,?,?
CCOC(=O)N1CCN(Cc2ccccc2F)CC1,7%,?,2%,-2%,14µM*,0%,.,-2%
CC(=O)N1N=C2C3CCN(CC3)C2C1c1ccc(C)cc1 (stereo unspecified),2%,0%,-3%,-3%,8%,3%,-37%[inhibitor],-1%
CN1C(=O)c2ccccc2NC(=O)C1Cc1ccccc1 (stereo unspecified),.,5%,-19%,-3%,-3%,-3%,.,-6%
CCCCCCC[n+]1ccc(-c2cc[n+](CCCCCCC)cc2)cc1,?,0%,3%&-10%,-3%&2%,-2%&1%,7.9µM*!,-68%[inhibitor],3%&-2%
C=CCN1CC[C@]23c4c5ccc(O)c4OC2C(=O)CC[C@@]3(O)C1C5 (stereo partly specified),.,7%,1%,1%,.,-4%,.,3%
CCOc1ccc2nc(N=Nc3c(O)[nH]c(=O)[nH]c3=O)sc2c1,.,-1%,13%,-26%,-2%,3%,.,6%
COc1cc(CN2CCCC(C(=O)c3sccc3C)C2)cc(Cl)c1O (stereo unspecified),?,-3%,-12%,-2%,-3%,9%,.,-2%
ClC1=C(Cl)C2(Cl)C3C4CC(C5OC45)C3C1(Cl)C2(Cl)Cl (stereo unspecified),-4%,7%,-8%&-22%,4%&-2%,4%&11%,4%&-2%,-3%&-2%,0%&6%
